TRb-SRC2 inh = inhibitors of human thyroid hormone receptor beta-SRC2 interaction; P10828; TRbeta-SRC2 peptide binding, fluorescence polarization; receptor liganded with 1 µM T3; Potency, µM (titrated, usually from 106 µM), without a hit: top-dose activity change, negative = inhibition, most hits filed as inhibitors; 0.065% of 280,000 active; AID 1469;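 further: plate controls were bound peptide for no effect and peptide without receptor for full effect; nearly all actives have a fitted effect of over 50% in size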
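Read-out is fluorescence polarization (555 nm excitation, 632 nm emission) of a Texas Red SRC2 coactivator peptide; loss of signal reflects blocked binding to human TRb ligand-binding domain in the presence of 1 uM T3.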
RECQ1 helicase = inhibitors of human RECQ1 DNA helicase | P46063 | RECQ1 DNA unwinding, red fluorescence kinetic read | Potency, µM (highest dose often 57.3 µM), for the others: at the top dose activity, negative = inhibition, most hits filed as inhibitors | 0.54% of 240,000 active | AID 2549;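 further: plate controls were vehicle for no effect and no enzyme for full effect; nearly all actives have a fitted effect of over 30% in size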
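50 nM RECQ1T1 preincubated 15 min with compound in Tris pH 8.0 buffer with MgCl2, DTT, Tween-20 and 2.5 ug/ml poly(dI-dC); started with 200 nM TAMRA/BHQ-2 forked duplex and 2 mM ATP. Unwinding read as fluorescence (525/598 nm), two reads 2 h apart.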
GAA glycogen = GAA glycogen-cleavage inhibition or activation; P10253; recombinant GAA, glycogen substrate, Amplex Red glucose oxidase fluorescence; Potency, µM (highest dose often 76.4 µM), for the others: at the top dose activity change, negative = inhibition, hits mostly inhibitors; 0.38% of 300,000 active;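 further: 0% = full enzyme reaction and -100% = no-enzyme basal signal; the screen sought inhibitors and activators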
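Recombinant human alpha-glucosidase (4 nM final) hydrolysed bovine liver glycogen (30 ug) for 40 min at 37 C in pH 5.0 citrate/phosphate with 0.01% Tween-20. Released glucose detected by glucose oxidase/Amplex Red, Ex 573/Em 610 nm. Compounds up to 77 uM; AC50 from Hill fits.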
L3MBTL1 inh = inhibitors of human L3MBTL1 | Q9Y468 | Potency, µM (titrated, usually from 57.1 µM), for inactives: at the highest dose activity, negative = inhibition, hits mostly inhibitors | AlphaScreen L3MBTL1–H3K9me1 peptide binding | 0.66% of 230,000 active; further: nearly all actives have a fitted effect of over 60% in size
Target sequence (Q9Y468 whole entry, looked up): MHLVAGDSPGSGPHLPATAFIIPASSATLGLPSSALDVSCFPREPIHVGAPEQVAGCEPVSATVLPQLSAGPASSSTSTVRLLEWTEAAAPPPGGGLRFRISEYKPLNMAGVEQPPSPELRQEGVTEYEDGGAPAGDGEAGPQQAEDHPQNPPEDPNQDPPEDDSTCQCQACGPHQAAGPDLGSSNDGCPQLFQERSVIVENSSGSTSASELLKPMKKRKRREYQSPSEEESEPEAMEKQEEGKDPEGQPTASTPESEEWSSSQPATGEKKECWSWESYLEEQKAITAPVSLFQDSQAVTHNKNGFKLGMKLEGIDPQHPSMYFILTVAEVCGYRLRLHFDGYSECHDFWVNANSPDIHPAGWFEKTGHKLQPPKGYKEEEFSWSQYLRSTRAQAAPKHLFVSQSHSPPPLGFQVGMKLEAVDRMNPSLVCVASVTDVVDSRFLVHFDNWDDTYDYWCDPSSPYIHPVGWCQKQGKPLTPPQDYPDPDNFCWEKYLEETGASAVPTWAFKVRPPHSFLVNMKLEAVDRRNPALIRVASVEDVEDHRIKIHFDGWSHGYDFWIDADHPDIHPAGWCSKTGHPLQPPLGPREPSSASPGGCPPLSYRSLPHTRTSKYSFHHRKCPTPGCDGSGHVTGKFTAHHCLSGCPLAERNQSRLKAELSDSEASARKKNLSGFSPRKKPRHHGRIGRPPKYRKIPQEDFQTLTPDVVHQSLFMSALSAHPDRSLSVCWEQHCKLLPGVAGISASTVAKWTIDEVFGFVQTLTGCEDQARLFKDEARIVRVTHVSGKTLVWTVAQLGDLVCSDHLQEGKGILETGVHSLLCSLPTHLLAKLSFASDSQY
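AlphaScreen assay: L3MBTL1 (50 nM final) was preincubated 30 min at room temperature with biotinylated H3(1-15)K9me1 peptide (75 nM final), then 30 min with library compounds; streptavidin donor and nickel chelate acceptor beads (10 ug/mL final) added, 30 min dark.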
GAA inhib = blocks human lysosomal alpha-glucosidase | P10253 | purified human GAA, 4-MU-alpha-glucoside fluorescence | Potency, µM (top dose mostly 76.9 µM), inactives show top-dose activity change, negative = inhibition, most hits filed as inhibitors | 0.005% of 200,000 active;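 further: plate controls were uninhibited enzyme wells for no effect and no-enzyme background for full effect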
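Enzyme (4 nM final) mixed with compound (up to 77 uM), then 4-MU-alpha-D-pyranoside (400 uM final) added; 20 min at room temperature, pH 5.0. Reaction stopped at pH 10, fluorescence read, AC50 derived by Hill fit.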
aGlu spleen mod = inhibitors or activators of human alpha-glucosidase in spleen homogenate; human spleen homogenate, 4-MU-alpha-glucoside fluorescence; Potency, µM (titrated, usually from 79.9 µM), inactives show at the highest dose activity change, negative = inhibition, most hits filed as inhibitors; 0.006% of 240,000 active;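 further: 0% = enzyme with vehicle and -100% = no enzyme basal signal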
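Human spleen homogenate (1 ug) incubated with compounds and 1 mM 4-methylumbelliferyl-alpha-D-glucopyranoside in pH 5.0 citrate/phosphate buffer, 37 C, 40 min. Stopped at pH 10; 4-MU fluorescence (Ex 365/Em 440 nm); AC50 by Hill fit.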
TexasRed fluor = counter-screen for TRb-SRC2 inhibitors: fluorescence interference. TRb/SRC2 Texas Red total fluorescence interference. Potency, µM (top dose mostly 106 µM), for inactives: at the highest dose fluorescence change, negative = quenching. 0.29% of 280,000 active; active means well fitted curve in either direction with a large enough effect; inconclusive means small, poorly fitted or top-dose-only effect
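Human TRβ ligand-binding domain (0.6 uM) and Texas Red SRC2 peptide (20 nM) in Tris buffer with 1 uM T3 and 5% DMSO were incubated with pinned compound for 5 hr at ambient temperature. Total fluorescence was computed as S + 2P (555/632 nm).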
GoLoco inh red = inhibitors of human Gai1-RGS12 GoLoco interaction (red fluorophore). 0.44% of 230,000 active. P63096. Potency, µM (doses to about 61.6 µM), without a hit: at the highest dose activity, negative = inhibition, hits mostly inhibitors. AID 880. Gai1:RGS12 GoLoco peptide FP, rhodamine, 10 min; active means well fitted inhibition curve with a large enough effect, not every such curve was filed as active; inactive means no such curve, though single readings can be large or run the other way; further: nearly all actives have a fitted effect of over 30% in size; many of its hits are not listed in these tables
Active calls of the source: *; i = inactive; u = inconclusive; x = no result given; & = joins results of further samples; [ ] = remark or other dose. Unless noted, the call rests on the fitted dose curve; in most records, active means well fitted curve in the direction sought with a large enough effect; inconclusive means small, poorly fitted or top-dose-only effect, or another doubt; inactive means no such curve, though single readings can be large; an effect the other way counts as inactive or inconclusive. Unless noted, on the % scale 0 is the no-effect control and ±100 the full control effect; potency means the concentration at half of the fitted maximal effect.

Preview (3 entries):
SMILES	TRb-SRC2 inh	RECQ1 helicase	GAA glycogen	L3MBTL1 inh	GAA inhib	aGlu spleen mod	TexasRed fluor	GoLoco inh red
O=S(=O)(c1cccc(C(F)(F)F)c1)N1CCN(c2nnnn2-c2ccccc2)CC1	4%	5%	7%	9%	-12%	-2%	0%	-2%
CC1=NN(c2nc(-c3ccc(Cl)cc3)cs2)C(=O)C1	-6%	-3%	-2%	40%[activator]	u	-4%	-9%	18%
O=[N+]([O-])c1c(NCc2ccco2)ccc2nonc12	-2%	1%	12%	-8%	x	-10%	-9%	-1%

The list itself, repeating the preview:
SMILES	TRb-SRC2 inh	RECQ1 helicase	GAA glycogen	L3MBTL1 inh	GAA inhib	aGlu spleen mod	TexasRed fluor	GoLoco inh red
O=S(=O)(c1cccc(C(F)(F)F)c1)N1CCN(c2nnnn2-c2ccccc2)CC1	4%	5%	7%	9%	-12%	-2%	0%	-2%
CC1=NN(c2nc(-c3ccc(Cl)cc3)cs2)C(=O)C1	-6%	-3%	-2%	40%[activator]	u	-4%	-9%	18%
O=[N+]([O-])c1c(NCc2ccco2)ccc2nonc12	-2%	1%	12%	-8%	x	-10%	-9%	-1%
Cc1cc(C)nc(Sc2ncnc3sc4c(c23)CCC4)n1	-5%	1%	6%	-1%	-1%	-1%	0%	11%
O=C(Nc1ccccc1Cl)N1CCN(c2ccc3nncn3n2)CC1	5%	-3%	-13%	x	-1%	-5%	0%	-15%
O=C(CN(Cc1ccco1)C(=O)c1ccc(Cl)cc1)Nc1ccc(Cl)c(Cl)c1	-3%	-4%	8%	6%	-1%	-2%	0%	-2%
O=C(O)/C(=C/c1ccco1)NC(=O)c1ccccc1	1%	-3%	-14%	u	-1%	-7%	7%	-1%
COc1cc(CNc2ccc3[nH]c(=O)[nH]c3c2)ccc1OCc1ccccc1F	-5%	x	5.6µM*	-12%	x	x	1%	x
Cc1nc2ccc(NC(=S)NCCCO)cc2nc1C	-16%	-3%	-13%	-8%	u	11%	-12%	16%
COC(C(=O)Nc1ccc(C(N)=O)cc1)c1ccccc1 (centres undefined)	5%	16%	-7%	7%	12%	3%	-1%	17%
COC(=O)c1ccc(C(=O)OC)c(NC(=O)CN2CCN(c3ccccc3)CC2)c1	3%	i	-3%	x	4%	-2%	1%	8%
Cc1c(N(C)C(=O)C23CC4CC(CC(C4)C2)C3)c(=O)n(-c2ccccc2)n1C	-11%	0%	-7%	0%	-2%	4%	0%	9%
COc1ccc(C(=O)CSc2nnc3n2CCCN3C(=O)Nc2ccccc2)cc1	0%	i	2%	1%	x	-3%	6%	7%
Cc1cccc(C)c1OCC(=O)Nc1nnc(C2CCCO2)s1 (centres undefined)	-4%	i	13%	-7%	1%	1%	3%	84%[activator]
O=C(Nc1ccccn1)c1cccnc1	1%	i	3%	x	2%	-2%	3%	0%
Cc1[nH]c2ccccc2c1-c1csc(NC(=O)CSCC(=O)O)n1	-5%	i	3%	-13%	x	0%	-5%	1%
COC(=O)c1sccc1NC(=O)c1ccc(Br)s1	6%	2%	1%	x	-7%	-15%	-3%	1%
O=C(NC(=S)NCc1ccccc1)c1ccccc1[N+](=O)[O-]	-3%	i	-7%	-13%	12%	2%	-2%	10%
Cc1cc(NC(=O)CCCOc2ccc(Cl)cc2Cl)no1	-14%	-14%	7%	-16%	5%	-5%	-2%	-4%
COc1ccc2c(c1OC)C(=O)OC2Nc1ccccn1 (centres undefined)	-18%	-14%	-3%	x	-8%	-8%	1%	-10%
CC(C)(C)c1ccc(C(=O)N2CCCN(C(=O)c3ccc(C(C)(C)C)cc3)CC2)cc1	-1%	0%	-2%	4%	-6%	6%	-2%	-1%
CCN(C(=O)Nc1ccccc1)c1ccccc1	-5%	-2%	3%	5%	3%	2%	-2%	1%
O=C1C2CCCN2C(=O)N1CCN1CCN(c2ccccc2)CC1 (centres undefined)	0%	-2%	-10%	6%	-4%	-8%	1%	3%
CN(C)C(N)=NCCC[C@H](N)C(=O)O	1%	0%	x	x	x	17%	-6%	6%
O=C(OC(C(=O)NC1CCCC1)c1ccccc1F)c1ccco1 (centres undefined)	5%	-12%	-4%	6%	-1%	3%	-5%	7%

Single entries from the list.
Value for O=C1C2CCCN2C(=O)N1CCN1CCN(c2ccccc2)CC1 (centres undefined) in aGlu spleen mod: -8%
Value for Cc1c(N(C)C(=O)C23CC4CC(CC(C4)C2)C3)c(=O)n(-c2ccccc2)n1C in RECQ1 helicase: 0%
Value for O=S(=O)(c1cccc(C(F)(F)F)c1)N1CCN(c2nnnn2-c2ccccc2)CC1 in TRb-SRC2 inh: 4%
Value for O=C(OC(C(=O)NC1CCCC1)c1ccccc1F)c1ccco1 (centres undefined) in GoLoco inh red: 7%
Value for CN(C)C(N)=NCCC[C@H](N)C(=O)O in RECQ1 helicase: 0%
Value for COc1ccc(C(=O)CSc2nnc3n2CCCN3C(=O)Nc2ccccc2)cc1 in GoLoco inh red: 7%

Reprinted at random: 2 records from the list.
SMILES	TRb-SRC2 inh	RECQ1 helicase	GAA glycogen	L3MBTL1 inh	GAA inhib	aGlu spleen mod	TexasRed fluor	GoLoco inh red
Cc1cccc(C)c1OCC(=O)Nc1nnc(C2CCCO2)s1 (centres undefined)	-4%	i	13%	-7%	1%	1%	3%	84%[activator]
O=C1C2CCCN2C(=O)N1CCN1CCN(c2ccccc2)CC1 (centres undefined)	0%	-2%	-10%	6%	-4%	-8%	1%	3%

The list goes on:
SMILES	TRb-SRC2 inh	RECQ1 helicase	GAA glycogen	L3MBTL1 inh	GAA inhib	aGlu spleen mod	TexasRed fluor	GoLoco inh red
O=C(/C=C/c1ccccc1)Nc1ccc2c(c1)C(=O)NC2=O	0%	i	-1%	-6%	-4%	6%	-1%	-5%
COCCCNC(=O)c1ccc(-n2nc(C(F)(F)F)cc2-c2cccs2)cc1	-2%	-2%	-10%	x	-3%	2%	-3%	11%
COc1ccc(C(=O)NC(CC(C)C)C(=O)O)cc1OC (centres undefined)	-28%	i	5%	x	5%	-1%	2%	5%
O=C(Nc1ccccc1C(=O)NCCN1CCOCC1)c1ccc(Cl)cc1Cl	5%	i	12%	10%	-7%	-2%	0%	13%
COC(=O)CSc1nnc(-c2sc3ccccc3c2Cl)o1	8%	-1%	7%	0%	-3%	-14%	2%	-5%
CNc1nc(Oc2ccccc2C(=O)OC)nc(SC)n1	-8%	-6%	2%	20%[11.4 µM]	-6%	-19%	-1%	-1%
C=CCn1c(N)c(C(=O)NCc2cccnc2)sc1=S	-4%	-5%	22%	x	-4%	8%	-3%	14%
Cn1c(=N)n(CC(O)c2ccccc2)c2ccccc21 (centres undefined)	2%	i	3%	x	-1%	-5%	-2%	-3%
CCSc1nnc2n(N)c(=O)c3ccccc3n12	0%	-8%	5%	3%	-1%	-9%	3%	3%
COc1cc(O)c(C(CC(=O)N2CCCC2)c2cc(OC)c(OC)c(OC)c2)c(OC)c1 (centres undefined)	6%&1%	13%&0%	2%	x	x	-4%&-18%	1%&-3%	-1%
CCCCCOc1ccc(/C=c2\sc3ncnn3c2=O)cc1	-1%	-5%	0%	-2%	7%	1%	0%	5%
O=S(=O)(CCOc1ccccc1)c1nc2ccccc2[nH]1	8%	8%	-1%	10%	2%	-1%	-14%	-30%
O=C(COC(=O)c1ccc2ccccc2n1)Nc1ncc(C(F)(F)F)cc1Cl	-3%	-3%	2%	x	-3%	0%	-4%	14%
CSc1ccc(/C=N/n2c(Cc3ccc(Br)cc3)n[nH]c2=S)cc1	-4%	-23%	-23%	-24%	1%	-20%	1%	30%
COc1ccc(CCNC(=S)NC(=O)c2c(-c3ccccc3Cl)noc2C)cc1OC	-8%	-1%	-12%	-17%	x	-4%	-6%	2%
CCNC(=O)CN1C(=O)NC(CCc2ccccc2)C1=O (centres undefined)	2%	-14%	-3%	0%	-1%	-2%	-7%	x
O=C(CSCc1c(F)cccc1Cl)NCc1ccco1	-8%	i	-6%	-12%	-9%	6%	-2%	6%
CCc1ccccc1NC(=O)CSC1=C(C#N)C(c2ccc3c(c2)OCO3)C2=C(CCCC2=O)N1 (centres undefined)	-5%	-26%	-20%	x	u	-9%	-1%	-3%
COc1ccc(-n2nc([N+](=O)[O-])c(=NCCC3=CCCCC3)n2O)cc1	0%	-7%	-8%	u	-2%	-9%	-1%	11%
Cc1cc(C)c2cc(C#N)c(N3CCCC3)nc2c1	0%	5%	10%	x	0%	1%	-3%	-7%
CCOC(=O)C1=C(C)N(C)C(=O)NC1c1c(C)nn(-c2ccc(C)cc2)c1Cl (centres undefined)	-18%	-15%	-5%	x	-10%	8%	1%	392%
COc1ccccc1C(=O)N1CCN(c2ccccn2)CC1	-5%	-1%	15%	-4%	-1%	-11%	4%	-15%
CCOC(=O)c1ccc(NC(=O)c2ccc(CN3CCOCC3)cc2)cc1	-3%	i	-3%	-5%	-4%	3%	4%	-1%
CN1CCN(c2ncc3c(n2)CC(c2ccccc2F)CC3=O)CC1 (centres undefined)	8%	0%	4%	x	x	-11%	-2%	1%
Cc1cccc(OP(=O)(Nc2c(C)n(C)n(-c3ccccc3)c2=O)Oc2cccc(C)c2)c1	-12%	1%	-17%	-6%	-4%	-8%	0%	2%
O=C(c1ccccc1F)N1CCN=C1c1ccccc1	3%	24%	12%	3%	7%	0%	1%	9%
COCCCn1c(Cc2csc(Nc3ccc(F)cc3)n2)nnc1SCC(N)=O	0%	-8%	-6%	x	-1%	8%	-3%	5%
O=C(O)c1ccc(N2CCCCC2)cc1	-14%	-17%	-11%	x	-1%	-3%	1%	-21%
Cc1c(C(=O)NCC2COc3ccccc3O2)oc2ccc(S(=O)(=O)N3CC(C)CC(C)C3)cc12 (centres undefined)	-24%	-15%	7%	x	-3%	-3%	-1%	-19%

These rows are one share of the data (hit frequency here may not be typical).
